# Source: PubChem (several laboratories)
# KCNQ2 block – KCNQ2 potassium channel inhibitors, primary screen, cell-based, CHO-K1, FluxOR thallium flux, B-score (AID 2156); O88943; 20 min; stronger effect = lower value; B-score at 10 µM; 310,000 tested, 1.1% active;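 active = fluorescence ratio B-score at most minus 3 library SDs, with starting brightness B-score within 2 library SDs, cut at about -5.5 in these data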
# Target sequence (O88943 whole entry, looked up): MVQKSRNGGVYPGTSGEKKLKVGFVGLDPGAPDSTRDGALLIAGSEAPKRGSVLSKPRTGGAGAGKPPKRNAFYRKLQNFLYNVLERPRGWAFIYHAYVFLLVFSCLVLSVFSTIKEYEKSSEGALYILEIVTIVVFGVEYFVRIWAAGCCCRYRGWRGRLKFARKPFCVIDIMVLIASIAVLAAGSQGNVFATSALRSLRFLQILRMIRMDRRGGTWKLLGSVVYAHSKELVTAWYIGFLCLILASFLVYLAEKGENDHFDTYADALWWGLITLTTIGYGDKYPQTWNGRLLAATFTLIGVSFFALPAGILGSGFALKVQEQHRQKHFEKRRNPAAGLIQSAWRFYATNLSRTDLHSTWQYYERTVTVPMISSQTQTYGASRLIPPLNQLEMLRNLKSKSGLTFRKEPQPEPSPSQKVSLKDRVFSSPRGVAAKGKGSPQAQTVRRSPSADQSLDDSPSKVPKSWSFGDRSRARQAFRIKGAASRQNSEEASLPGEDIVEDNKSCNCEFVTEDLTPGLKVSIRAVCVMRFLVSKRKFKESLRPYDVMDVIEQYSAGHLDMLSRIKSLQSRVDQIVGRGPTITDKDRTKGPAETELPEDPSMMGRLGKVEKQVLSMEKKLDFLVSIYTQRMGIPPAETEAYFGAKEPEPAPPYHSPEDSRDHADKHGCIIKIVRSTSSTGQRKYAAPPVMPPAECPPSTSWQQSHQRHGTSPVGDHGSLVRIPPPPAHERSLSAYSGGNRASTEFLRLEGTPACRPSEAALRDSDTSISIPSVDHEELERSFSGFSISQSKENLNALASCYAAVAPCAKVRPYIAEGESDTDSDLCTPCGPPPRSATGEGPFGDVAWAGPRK
# STK33 inh – inhibitors of human STK33 kinase; Q9BYT3; purified STK33, MBP phosphorylation, ADP-Glo luminescence; inhibition, % at 10 µM; 320,000 tested, 0.073% active;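 active = inhibition at or above 25%, using the most active replicate where run in duplicate; inactive = inhibition below 25%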
# Kir21 block – blocks the mouse Kir2.1 inward-rectifier potassium channel | HEK293-Kir2.1, FluxOR thallium flux fluorescence; stronger effect = lower value | B-score at 10 µM | 310,000 tested, 0.85% active | AID 1672;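 active = fluorescence ratio B-score at or below minus 3 SD of library scores, with starting-brightness B-score within 2 SD, cut at about -4.2 in these data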;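 also: channel flux triggered by added potassium and thallium sulfate stimulus; B-score of peak minus minimum fluorescence over baseline after thallium stimulus; more negative B-score means stronger Kir2.1 block with less thallium influx; some compounds called inactive have numbers as strong as hits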
# Numbers without * were called inactive; i = inactive; · = no result given.
KCNQ2 block	STK33 inh	Kir21 block	Compound
i	0.0	0.92	CCc1ccc(NC(=O)C(C)OC(=O)c2ccc(NS(=O)(=O)c3ccc(C)c([N+](=O)[O-])c3)cc2)cc1 (stereo not given)
i	-1.0	0.61	CC(C)[C@H](NC(=O)N1c2ccccc2NC(=O)[C@@H]1C(C)C)C(=O)N1CCC(C(=O)O)CC1
i	-1.7	-0.01	Cc1ccc(NC(=O)/C=C/c2ccc3c(c2)OCO3)nc1
i	2.4	-0.43	Cc1cc(C(=O)N/N=C/c2ccc(N3CCOCC3)cc2)c(C)o1
i	-0.8	0.09	COc1ccc(/C=C/C(=O)Nc2ccc3c(c2)CCC3)cc1OC
i	-2.3	0.04	CC(C)CNC(=O)c1cc(-c2ccc(Cl)c(Cl)c2)on1
-7.87*	0.7	-3.13	Cc1cc(OCc2cc(C(=O)NCCN3CCCCC3CO)no2)cc(C)c1Cl (stereo not given)
i	-0.9	-2.13	Fc1ccc(CSc2nncn2NCc2ccccc2)cc1
i	-1.8	-1.39	CNc1cc(C)nc(-n2nc(C)cc2C)n1
i	-3.3	1.28	COCCCn1c(SCC(=O)Nc2nc3ccccc3s2)nnc1-c1ccoc1C
i	0.0	-0.99	Cc1cc(C)cc(NC(=S)Nc2ccccn2)c1
i	-1.0	0.44	O=C1[C@@H]2CSCN2C(=O)CN1CCc1cccc(F)c1
i	-0.7	0.84	O=C(CSc1nnc(-c2ccncc2)o1)c1cccc([N+](=O)[O-])c1
i	0.5	0.47	O=C(CSc1nnc(-c2ccc(S(=O)(=O)N3CCCC3)cc2)o1)NCC1CCCO1 (stereo not given)
i	0.1	-0.77	Cc1ccnc(NC(=O)CCNS(=O)(=O)c2ccc(C)c(C)c2)c1

# (continued)
KCNQ2 block	STK33 inh	Kir21 block	Compound
i	-0.9	-0.11	CCC(C)NC(=O)CSC1=Nc2ccccc2C2=NC(CCC(=O)NCc3ccco3)C(=O)N12 (stereo not given)
i	7.2	1.11	CN(C)c1ccc(NC(=O)CCN2C(=O)c3cccc([N+](=O)[O-])c3C2=O)cc1
i	-1.2	-1.12	CCc1ccc(OCC(O)CNC(C)(C)C)cc1 (stereo not given)
i	2.4	-1.32	Cc1occc1C(=O)N/N=C/c1c[nH]c2ccccc12
i	0.1	-0.13	CC(C)(C)c1ccc(C(=O)N2CCCC2)s1
i	-1.9	0.15	COc1ccc(NC(=O)Cn2nnc(C(=O)NCc3ccc(C)cc3)c2N)cc1Cl
i	-0.9	0.2	O=C(Cn1ccc2ccccc2c1=O)NCCC(=O)N1CCCCC1
i	0.6	1.71	CC1(C)N=C(N)N=C(N)N1c1ccc(Oc2ccc(Cl)cc2)c(Cl)c1
i	0.7	-1.33	CCCCC(=O)NC(c1ccccc1OC)c1ccc2cccnc2c1O (stereo not given)
i	-1.1	2.06	Cc1ccnc(N2CCC(C(=O)Nc3ccc4c(c3)CCC4)CC2)n1
i	-2.5	-1.51	S=C1NCN(C2CCCCC2)CN1Cc1ccccc1
i	-0.6	0.61	COc1ccccc1NC(=O)C1(C)Cc2ccccc2C(=O)O1 (stereo not given)
i	-0.8	-1.44	Cc1ccc(SCC(=O)Nc2ccc(F)cc2[N+](=O)[O-])cc1C
i	0.8	-0.96	O=C(Nc1cccc(Cl)c1)c1cc2c(=O)n3ccccc3nc2s1
i	0.9	-0.18	Fc1ccc(-c2nnn(Cc3ccc(F)cc3Cl)n2)cc1

# (continued)
KCNQ2 block	STK33 inh	Kir21 block	Compound
i	0.1	-1.86	c1ccc2nc(-c3ccncc3)ccc2c1
i	0.4	0.95	Cc1cc(C)cc(OCc2ccc(C(=O)N3N=C(C(F)F)CC3(O)C(F)F)o2)c1 (stereo not given)
i	-3.0	0.05	CCOC(=O)c1c(C)[nH]c(C)c1C(=O)CSc1nc2ccccc2c(=O)n1-c1ccc(Cl)cc1
i	-1.2	0.97	Cc1ccc2nc(SCC(=O)Nc3c(F)cccc3F)[nH]c2c1
i	-0.2	-1.89	CNc1oc(/C=C/c2cccc(OC)c2)nc1C#N
i	0.5	0.83	CC(C)(C)c1ccc(/C=C/C(=O)Nc2cccnc2)cc1
i	-0.7	0.04	O=C(NC(=S)Nc1ccc2oc(=O)ccc2c1)c1cccc(Cl)c1
i	-0.3	-2.05	CC1=C/C(=N\NC(=O)c2ccc(O)cc2)CC1
i	-0.7	0.97	COc1ccc(CCNC(=S)NC(=O)c2ccc(Br)cc2)cc1OC
i	0.3	-1.65	Cc1ccc(OCC(=O)N(Cc2ccccc2)C(C)C)c([N+](=O)[O-])n1
i	-0.7	0.73	CSc1nnc([C@@H]2CCCN2C(=O)OC(C)(C)C)o1
i	-0.1	-1.18	CC1CCC(NC(=O)CN(C)S(=O)(=O)c2ccc3c(c2)CCC(=O)N3)CC1 (stereo not given)
i	0.1	-0.8	CCN(CC)C(=O)C1CCN(C(=O)c2oc3ccc(C)cc3c2C)CC1
i	-1.4	1.38	CCOc1c(C(N)=O)cc([N+](=O)[O-])cc1[N+](=O)[O-]
i	-1.9	1.29	Cc1ccccc1NS(=O)(=O)c1cc(S(C)(=O)=O)ccc1Cl

# (list continues)
KCNQ2 block	STK33 inh	Kir21 block	Compound
i	0.3	-0.76	C=CCOC(=O)C(=O)/C=C/c1ccc2c(c1)Cc1ccccc1-2
i	0.8	-0.56	COc1cccc(C(=O)N/N=C/c2cn[nH]c2-c2ccc(OC)cc2OC)c1
i	0.5	0.5	O=C(Cc1ccccc1[N+](=O)[O-])Nc1ccccc1C(=O)N1CCCC1
i	-1.5	-2.87	CCCOc1ccc(OCCOCCNCc2ccccc2)cc1
i	1.3	1.97	CN(C)c1ccc(/C=N/NC(=O)c2cc(-c3ccc4c(c3)OCO4)n[nH]2)cc1
-5.9*	0.5	1.15	COc1ccnc2c1c(=O)n(Cc1ccc(Cl)cc1Cl)c(=O)n2C
i	0.0	-1.67	CCOc1ccccc1NC(=O)CSc1ncnc2c1oc1ccccc12
i	1.7	-0.03	COc1ccc(N2CCN(CCCNC(=O)C(=O)c3c(C)n(C)c4ccccc34)CC2)cc1
i	0.7	-0.18	Fc1cccc(CSc2nc3ncccc3[nH]2)c1
i	-1.6	-1.37	Cc1nc(SCC(=O)NC(=O)NCc2ccccc2)nc(C)c1C
i	-3.1	0.83	CCC(OC(=O)c1ccco1)C(=O)NCc1ccc(OC)cc1 (stereo not given)
i	-1.9	1.02	COCCN1Cc2cccc(C(=O)NCc3ccccn3)c2C1=O
i	-3.2	-0.96	COc1ccccc1Nc1nc(N)nc(CSc2nccn2C)n1
i	·	-2	CSc1ccccc1NC(=O)CN(C)Cc1ccc(Br)cc1
i	-0.4	-0.02	CCC1=C(OC(=O)N(CC)CC)N2C(=O)OC(=NCCc3c[nH]c4ccccc34)[C@]2(Cc2ccccc2)[C@H]2C1=CC[C@H]1C(=O)NC(=O)[C@H]12

# Additional compounds follow.
KCNQ2 block	STK33 inh	Kir21 block	Compound
i	0.2	-2.12	CC(C(=O)NCc1cccs1)n1cccc1 (stereo not given)
i	-2.8	-2.07	CSc1ccccc1C(=O)NCc1cccnc1
i	·	-0.21	Cc1cc(Br)c2c(c1)=C(c1sc(N3CCCCCC3)nc1O)C(=O)N=2
i	-1.9	0.08	Cc1cc(C)c(S(=O)(=O)N2CCCC(C(=O)NC3CC3)C2)c(C)c1 (stereo not given)
i	-1.7	1.29	CCCCn1nnnc1SCC(=O)c1ccc(C)c(C)c1
i	6.3	0.33	CC(NC(=O)COc1cccnc1[N+](=O)[O-])c1ccc(Cl)cc1 (stereo not given)
i	0.0	0.55	Cc1ccc2nc(-c3ccccc3)c(-c3ccccc3)nc2c1
i	-0.1	-0.01	CC[C@@]12C(=O)N(c3cccc(Cl)c3)C(=O)N1[C@H](c1cccc(C)c1)[C@@H]1C(=O)N(Cc3ccccc3)C(=O)[C@@H]12
i	0.5	-0.32	COc1cccc(NC(=O)C(=O)NCC2CCCN2S(=O)(=O)c2ccccc2)c1 (stereo not given)
i	-1.4	1.12	O=C(c1ccc([N+](=O)[O-])cc1)N(Cc1ccc(Br)cc1)N1C(=O)CCCC1=O
i	-0.3	-0.02	CCOC(=O)c1cccnc1SCc1cc(=O)n2ccccc2n1
i	1.0	1.64	CC(C)OCCCNC(=O)c1c(N)n(/N=C/c2cccs2)c2nc3ccccc3nc12
i	-0.3	-0.64	COCc1cc(=O)n2[nH]c(C(F)(F)F)nc2n1
i	0.4	1.42	CCOC(=O)CSc1ncnc2c1nnn2-c1ccc(F)cc1
i	-1.4	-0.58	CCN1C(=O)/C(=C/C2=Cc3ccccc3OC2C)SC1=S (stereo not given)

# Overlap with the part before: 2 compounds, then new ones.
KCNQ2 block	STK33 inh	Kir21 block	Compound
i	0.4	1.42	CCOC(=O)CSc1ncnc2c1nnn2-c1ccc(F)cc1
i	-1.4	-0.58	CCN1C(=O)/C(=C/C2=Cc3ccccc3OC2C)SC1=S (stereo not given)
i	-0.6	0.13	COc1ccc(CN2C(=S)NC(C)(C)CC2(C)O)cc1 (stereo not given)
i	-0.8	0.01	Cc1ccc(C(c2sc3nc(C)nn3c2O)N2CCN(C(=O)c3ccco3)CC2)cc1 (stereo not given)
i	-0.6	-0.46	CSc1nc2ccc(NC(=O)C3CC(=O)N(Cc4ccco4)C3)cc2s1 (stereo not given)
i	-0.7	1.16	CN(C)N1C(N)=C(C#N)C(c2ccc3c(c2)OCO3)C2=C1CC(C)(C)CC2=O (stereo not given)
i	0.5	1.41	COc1ccc(C(C)NC(=O)c2cccc([N+](=O)[O-])c2)cc1OC (stereo not given)
i	-0.5	-0.15	C/C(CC(=O)Nc1cccc2c1CCCC2)=N\NC=O
i	0.7	1.18	Cc1cc(OCC(=O)NCC2CCC(C(=O)O)CC2)c2c(C)c(C)c(=O)oc2c1 (stereo not given)
i	2.1	1.58	Cc1nn(-c2ccccc2)c2nc(-c3ccncc3)cc(C(=O)NCc3ccco3)c12
i	-1.2	-0.32	O=C(c1ccc2c(=O)n(Cc3ccccc3Cl)c(=S)[nH]c2c1)N1CCOCC1
i	1.6	0	COC(=O)CN1C(=O)N/C(=C/c2ccccc2OC)C1=O
i	·	1.11	NC1CCCCC1N=Cc1c(O)n(CCc2ccc(F)cc2)c(=O)[nH]c1=O (stereo not given)
i	0.2	0.23	O=C(CN(CC1CCCO1)C(=O)CNS(=O)(=O)c1ccc(Cl)cc1)NCc1ccco1 (stereo not given)
i	-0.1	-2.03	CCc1ccc(CNC(=O)CN2C(=O)COc3ccccc32)cc1
i	-0.8	0.79	O=[N+]([O-])c1ccc(N/N=C/c2cccnc2)cc1
i	1.8	1.98	Nc1nc(CSc2n[nH]c(-c3ccccc3)n2)nc(Nc2ccccc2)n1

# Some entries already given with just STK33 inh.
smiles	STK33 inh
CCc1ccc(CNC(=O)CN2C(=O)COc3ccccc32)cc1	-0.1
COC(=O)CN1C(=O)N/C(=C/c2ccccc2OC)C1=O	1.6

# (further entries)
KCNQ2 block	STK33 inh	Kir21 block	Compound
i	-1.8	-0.01	CCCCCn1c(N)c(-c2nc3ccccc3s2)c2c([N+](=O)[O-])nn(C)c(=O)c21
i	2.2	-0.3	O=C(Cn1cc([N+](=O)[O-])cn1)NCc1cc2ccccc2[nH]1
i	-0.3	-2.53	CC(Nc1ccc(N2CCOCC2)cc1)C(=O)N1c2ccccc2CC1C (stereo not given)
i	-1.3	-0.56	O=C(Nc1ccc(Cl)cn1)c1cccc2c(Br)cccc12
i	0.1	-0.01	CCOC(=O)c1c(NC(=O)c2ccc(C)cc2)sc2c1CC(C)(C)NC2(C)C
i	-1.1	0.1	Cc1cc(-c2ccc(/C=N/n3cnnc3)o2)ccc1Cl
i	0.2	-0.37	O=[N+]([O-])c1ccc(Oc2ccc(F)cc2)c2ccncc12
i	-0.9	-2.21	CC1CCCC(NC(=O)COC(=O)Cc2ccsc2)C1C (stereo not given)
i	-0.6	-0.56	C=C(C)COc1ccc2c(C)c(CCC(=O)NC3CC3)c(=O)oc2c1
i	-1.3	0.72	Cc1ccc(NC(=S)/C(=C(\[O-])c2ccc(F)cc2)[n+]2ccccc2)cc1
-8.82*	-1.1	0.86	CCN(CC)C(=O)c1c2c(nc3ccccc13)-c1ccccc1CC2
i	-0.3	0.05	CN(C)Cc1c(O)ccc2c(-c3ccccc3)cc(=O)oc12
i	0.1	0.22	CC1CN(C(=O)c2c(Br)cnn2C)CC(C)O1 (stereo not given)
i	-0.9	0.02	CC(Nc1ccc2c(c1)OCCO2)C(=O)N1c2ccccc2CC1C (stereo not given)
i	-1.4	1.42	Cc1nc(-n2nnc(CO)c2CO)nc2c1CCC2
i	-2.1	0.08	O=C(COc1ccc(Cl)cc1Cl)N/N=C/CCc1ccccc1
i	-3.0	0.03	Cc1ccc(C2c3[nH]c4ccccc4c3C[C@H]3C(=O)N(c4ccccc4C(=O)N4CCC[C@@H]4C(=O)O)C(=O)N23)cc1 (stereo not given in full)
i	0.1	-0.18	Nc1ncnc2c1cnn2C1CCCCC1

# Full records, quoted from the list. Order of values: KCNQ2 block	STK33 inh	Kir21 block
# CCc1ccc(NC(=O)C(C)OC(=O)c2ccc(NS(=O)(=O)c3ccc(C)c([N+](=O)[O-])c3)cc2)cc1 (stereo not given) in the list: i	0.0	0.92
# CC(Nc1ccc(N2CCOCC2)cc1)C(=O)N1c2ccccc2CC1C (stereo not given) in the list: i	-0.3	-2.53
# CCN(CC)C(=O)c1c2c(nc3ccccc13)-c1ccccc1CC2 in the list: -8.82*	-1.1	0.86
# Cc1ccc(C2c3[nH]c4ccccc4c3C[C@H]3C(=O)N(c4ccccc4C(=O)N4CCC[C@@H]4C(=O)O)C(=O)N23)cc1 (stereo not given in full) in the list: i	-3.0	0.03
# CC(C)[C@H](NC(=O)N1c2ccccc2NC(=O)[C@@H]1C(C)C)C(=O)N1CCC(C(=O)O)CC1 in the list: i	-1.0	0.61
